Compound activity as filed in PubChem BioAssay.
FBW7 act = human FBW7 E3 ligase activation, primary screen | Q969H0 | AlphaScreen FBW7–phospho-cyclin E peptide binding, activator screen | normalized activity (activation), % at 26.1 µM | actives 0.13% (n = 650,000) | AID 1259310; in the data active = normalized activity above about 1.9%;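 note: purified mutant Fbw7 with reduced substrate affinity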
MITF primary = inhibitors of human MITF; AlphaScreen MITF homodimerization, bead proximity signal; inhibition, % at 2.6 µM; actives 0.91% (n = 650,000); in the data active = inhibition above about 50%;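 note: 0% = vehicle wells with protein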
Target sequence (O75030 whole entry, looked up): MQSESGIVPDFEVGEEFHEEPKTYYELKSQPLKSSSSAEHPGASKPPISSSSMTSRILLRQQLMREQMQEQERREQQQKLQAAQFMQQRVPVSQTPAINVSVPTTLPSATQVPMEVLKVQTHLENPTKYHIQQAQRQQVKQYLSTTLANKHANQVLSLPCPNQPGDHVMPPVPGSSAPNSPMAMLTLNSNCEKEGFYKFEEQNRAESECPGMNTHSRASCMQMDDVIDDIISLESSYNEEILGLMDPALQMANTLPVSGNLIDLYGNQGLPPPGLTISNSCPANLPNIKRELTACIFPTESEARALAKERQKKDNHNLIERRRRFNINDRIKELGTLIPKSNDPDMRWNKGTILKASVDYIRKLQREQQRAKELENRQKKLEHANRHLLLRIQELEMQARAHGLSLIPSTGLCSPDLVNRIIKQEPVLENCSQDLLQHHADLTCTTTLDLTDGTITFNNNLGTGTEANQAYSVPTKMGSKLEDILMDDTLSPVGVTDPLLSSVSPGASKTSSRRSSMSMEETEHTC
TEAD-YAP block = TEAD-YAP interaction inhibition; inhibition, % at 9.12 µM; HEK-TIYL cells, TEAD-Gal4/YAP UAS-luciferase luminescence; actives 1.4% (n = 640,000); in the data active = inhibition above about 32%;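 note: 0% = median of test compound wells and 100% = reference inhibitor wells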
GPR151 ag = activates the human receptor GPR151. PathHunter beta-arrestin GPR151 cells, luminescence. activation, % at 11.2 µM. actives 1% (n = 650,000); in the data active = activation above about 4.9%;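 note: 0% = median of compound wells and 100% = cells with positive control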
Target sequence (Q8TDV0 whole entry, looked up): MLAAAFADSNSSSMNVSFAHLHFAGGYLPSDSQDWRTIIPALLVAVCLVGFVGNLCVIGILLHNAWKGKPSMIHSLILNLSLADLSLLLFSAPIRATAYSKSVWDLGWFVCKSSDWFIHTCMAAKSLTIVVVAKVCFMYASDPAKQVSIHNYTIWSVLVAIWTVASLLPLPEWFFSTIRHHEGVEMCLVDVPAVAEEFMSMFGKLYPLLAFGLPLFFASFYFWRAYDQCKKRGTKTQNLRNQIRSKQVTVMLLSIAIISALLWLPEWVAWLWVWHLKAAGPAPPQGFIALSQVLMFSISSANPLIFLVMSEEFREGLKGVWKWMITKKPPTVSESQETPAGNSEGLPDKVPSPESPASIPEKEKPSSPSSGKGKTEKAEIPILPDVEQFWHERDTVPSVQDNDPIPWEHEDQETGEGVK
* = called active by the depositor; . = not tested or not shown; & = joins results of further samples.

SMILES | FBW7 act | MITF primary | TEAD-YAP block | GPR151 ag
COc1ccc(C(=O)N=c2sccn2C)cc1 | 0.0 | 1 | -48 | -1.2
CC(C)(C)c1ccc(OCC(=O)NCc2nc(-c3ccccc3)no2)cc1 | 0.1 | 14 | 1 | -1.0
COC(=O)C1=CN(C2CC2)C=C(C(=O)OC)C1c1ccc(OC)cc1OC | 0.1 | -4 | 8 | 0.0
O=[N+]([O-])c1cc2c(cc1CN1CCC(N3CCCCC3)CC1)OCO2 | -0.1 | 8 | 1 | -0.4
CC(C)N(CCNc1nc(-c2ccccc2)nc2c1ncn2Cc1ccc(C(F)(F)F)cc1)C(C)C | -0.1 | 0 | -3 | -0.5
Cc1ccc(CNC(=O)C(=O)NCC2OCCN2C(=O)c2ccc3c(c2)OCO3)cc1 (stereo unspecified) | 0.0 | 3 | 5 | 0.3
O=C(Nn1c(SCc2ccc(F)cc2)nc2ccsc2c1=O)c1ccccc1 | 0.0 | -4 | -15 | 4.2
Fc1ccc(-n2cc(-c3ccccc3)c3c(N4CCN(Cc5ccccc5)CC4)ncnc32)cc1 | 0.5 | 9 | -3 | -0.6
NC(=O)c1nsc(C(=O)N(CC(=O)NCC2CCCO2)Cc2cccnc2)c1N (stereo unspecified) | 0.2 | 11 | 9 | 0.1
Cc1ccc(C(=O)N/N=C/C=C/c2ccccc2)o1 | 0.7 | 5 | -8 | -0.3
COc1ccccc1Nc1nnc(Cc2cccnc2)c2ccccc12 | 0.0 | 5 | -5 | -0.3
COc1ccc(NC(=O)C2C3C=CC(O3)C2C(=O)O)cc1 (stereo unspecified) | -0.1 | 17 | -3 | 0.9
CN(C)c1ccc(CN(Cc2ccco2)C(=O)CCS(=O)(=O)c2ccccc2)cc1 | 0.2 | 22 | 20 | -0.3
CN(C)CCCc1cc(-c2cn[nH]c2)ccc1NC(=O)C1COc2ccccc2O1 (stereo unspecified) | -0.3 | -12 | -12 | -0.5
O=C(c1ccc(Sc2cccc(Cl)c2)c([N+](=O)[O-])c1)N1CCCCCC1 | 0.0 | 0 | -8 | 0.9
O=C(Nc1ccc(N2CCOCC2)cc1)C1CCN(c2ccc(Nc3ccc(N4CCOCC4)cc3)nn2)CC1 | 0.2 | 6 | -4 | -0.1
CN(C)c1cccc(NS(=O)(=O)c2ccccc2)c1 | 0.1 | 11 | 4 | 0.3
CCCC(=O)Nc1cccc2c1CCCC2 | -0.1 | 4 | -2 | 0.2
COCCNC(=O)/C=C/c1c(Cl)cccc1Cl | 0.4 | 16 | 7 | -0.5
COC(=O)c1c(NC(=O)CCCCC(=O)Nc2sc3c(c2C(=O)OC)CCC3)sc2c1CCC2 | -0.1 | 7 | 8 | -1.6
C=CCN(CC=C)C(=O)/C=C/c1ccc(C)cc1 | -0.2 | -12 | -22 | 1.0
COc1ccc(C2CC(C(F)(F)F)n3nc(C(=O)Nc4ccc(C)cc4)cc3N2)cc1 (stereo unspecified) | 0.0 | -2 | -7 | 1.6
COc1ccc([C@@H]2C[C@H](C(=O)N3CCOCC3)N(C)S(=O)(=O)N2)cc1 | -0.1 | -2 | 7 | 0.7
C[C@H](NC(N)=O)C(=O)NCCC(c1ccccc1)c1ccccc1 | -0.1 | 6 | -6 | -0.6
O=C1CCCC2=C1C(c1ccccc1)c1c([nH]n(-c3ccccc3)c1=O)N2 (stereo unspecified) | 0.0 | 2 | 17 | 0.2
O=[N+]([O-])c1ccc(O)c(CN2CCCCCCC2)c1 | 0.1 | 40 | 1 | 3.5
CN1CCN(Cc2ccc(-c3cccc([N+](=O)[O-])c3)o2)CC1 | 0.9 | 23 | -9 | 1.6
O=C(CSc1nc2ccccc2[nH]1)Nc1cccc([N+](=O)[O-])c1 | -0.1 | 10 | -2 | 0.9
Cc1ccc(C(=O)N2CCN(c3cccc(C(F)(F)F)c3)CC2)o1 | -0.7 | 3 | 18 | 1.0
CCOC(=O)N1CCC(N2C(=O)c3ccccc3C2Nc2ccc3c(c2)OCCO3)CC1 (stereo unspecified) | 0.0 | -33 | 11 | 0.6
COc1cc(C2C(C(=O)Nc3ccccc3F)=C(C)NC3=C2C(=O)CC(c2ccccc2)C3)ccc1O (stereo unspecified) | 0.8 | 13 | -4 | 0.7
CCOC(=O)N1CCC(N(CCOC)C(=S)Nc2cc(C)cc(C)c2)CC1 | 0.0 | 0 | 4 | 0.4
COc1ccc(C(=O)NCc2ccc(F)cc2)c(OC)n1 | -0.2 | -1 | 0 | 0.0
COCCn1c(=O)[nH]c2cc(C(=O)OC)ccc21 | 0.2 | 4 | -4 | 0.5
CC1(C)CC(NC(=S)Nc2ccc(S(N)(=O)=O)cc2)CC(C)(C)N1 | -0.1 | 8 | 10 | 0.4
COc1ccc2nc(NCCCNS(=O)(=O)c3ccc(C)cc3)c(C#N)cc2c1 | 1.2 | -155 | -7 | 0.3
Cc1cnc(C)c(-c2cc(F)c3c(c2)CC(CNC(=O)[C@@H]2CCC(=O)N2)O3)n1 (stereo partly specified) | 0.1 | 1 | 3 | 3.0
O=C(c1cccc([N+](=O)[O-])c1)c1ccc2c(c1)C(=O)N(CCO)C2=O | -0.1 | -4 | 3 | -0.7
O=C1OC2(CCCC2)OC(=O)C1=Cc1ccco1 | -2.0 | 24 | 2 | 0.1
CCOc1ccc(C2NC(=O)c3[nH]nc(-c4ccccc4)c32)cc1 (stereo unspecified) | 0.2 | 7 | -15 | 1.2
CCc1cc(C(=O)NCC2Cc3cc(-c4ccc(C)cn4)ccc3O2)no1 (stereo unspecified) | 1.0 | 4 | 0 | -1.1
N#CC1=C(N)C(C#N)(C#N)C(c2ccccc2Cl)C2CSCC=C12 (stereo unspecified) | -0.1 | 1 | -8 | 0.3
CC1(C)CC(=O)c2cc(-c3ccccc3)n(-c3cccc4ccccc34)c2C1 | 0.1 | 18 | -7 | -1.6
CCOc1ccc2nc(NC(=O)c3cccc([N+](=O)[O-])c3)sc2c1 | -0.1 | 3 | -31 | 0.4
CCc1cccc(NC(=O)N[C@H]2C[C@H]3C(=O)N[C@@H](Cc4ccccc4)C(=O)N3C2)c1 | 0.5 | 17 | 9 | -1.2
O=C(O)CNS(=O)(=O)c1ccc([N+](=O)[O-])cc1Cl | 0.2 | 10 | 5 | 0.2
CC1(C)CC(=O)C2=C(C1)OC1=C(C(=O)CC(C)(C)C1)C2c1ccc(-c2ccccc2F)o1 | 0.1 | 12 | 6 | -0.1
Cc1ccc(O)c(NC(=O)c2cnn3c(C(F)(F)F)cc(-c4cccs4)nc23)c1 | 0.0 | 9 | -7 | -0.2
Cn1c(Nc2nccc(NCCc3ccc(O)cc3)n2)nc2ccccc21 | -0.2 | 4 | -1 | 1.1
COc1ccc(-c2cc(-c3ccc(OC)cc3)c(C#N)c(SCC(=O)c3ccc(Br)cc3)n2)cc1 | 0.1 | -1 | 11 | 1.2
CCCNC(=O)C(=O)Nc1cccc(C(F)(F)F)c1 | 0.1 | -4 | -5 | 0.0
O=C(O)CC(NC(=O)Cc1ccc(Cl)cc1)c1ccc(Cl)cc1 (stereo unspecified) | 0.0 | 15 | 3 | 1.1
CCOc1ccc(S(=O)(=O)N(CC(=O)NCCSc2ccc(C)cc2)c2ccccc2)cc1 | 0.2 | 10 | 8 | 0.6
O=C(CSc1nnc(N2C(=O)c3ccccc3C2=O)s1)NCc1ccco1 | 0.1 | -18 | 6 | 0.8
CCOC(=O)Nc1ccc(S(=O)(=O)Nc2cc(C)nc(C)n2)cc1 | -0.1 | 0 | -2 | -0.8
O=[N+]([O-])c1ccc(O)c(C=Nc2cccc(Br)c2)c1 | -0.1 | 9 | 2 | 0.3
COc1cccc(CNc2nc3ccccc3n3c(C)nnc23)c1 | -0.4 | -10 | 1 | -1.3
Cc1ccc(S(=O)(=O)N2CC=C(c3c(C)n(CC4CO4)c4ccccc34)CC2)cc1 (stereo unspecified) | -0.3 | 17 | 7 | 0.6
CC(C)CNC(=O)c1ccc2c(c1)CC(c1nc3ccc(-c4ccnc(N)n4)cc3[nH]1)CO2 (stereo unspecified) | 2.3* | 0 | -8 | -0.5
CCOC(=O)c1c(NC(=O)COC(=O)C(CCSC)NC(C)=O)sc2c1CCC2 (stereo unspecified) | 0.0 | -4 | -3 | -0.8

The list goes on:
SMILES | FBW7 act | MITF primary | TEAD-YAP block | GPR151 ag
Nc1nn(S(=O)(=O)c2ccccc2)cc1-c1cccc(F)c1 | -0.1 | 3 | -10 | 0.4
CC1CCCCN1C(=O)C1c2ccccc2C(=O)N(C)C1c1cccs1 (stereo unspecified) | 0.1 | -27 | -8 | -0.6
CCOc1ccc(CCNS(=O)(=O)c2c(C)cc(C)cc2C)cc1OCC | 0.0 | 0 | -7 | 0.4
COc1cccc(OC)c1C(=O)Nc1ccc(C)c(C)c1 | -0.1 | 6 | -4 | 0.3
Cc1ccc(-c2csc3nnc(SCC(=O)NCCc4ccccc4)n23)cc1 | -0.1 | 0 | 4 | 0.4
COc1ccc(CC(=O)NN=C2CCN(C)CC2)cc1 | 0.4 | 9 | 6 | -0.8
CCc1ccc(-c2nc3cc(NC(=O)c4cccc(OC)c4)ccc3o2)cc1 | -0.1 | 2 | 3 | 2.2
COc1ccc(-c2nc(Nc3ccccc3)c3[nH]cnc3n2)cc1 | 0.1 | -4 | 5 | -0.8
C[C@@H]1CCC2C(=O)O[C@H](CN=[N+]=[N-])CN2[C@H]1c1ccc(Br)cc1 (stereo partly specified) | 0.0&-0.1 | -1&-8 | . | -0.6&0.8
CCn1c(=O)c(C(=O)NCC2CCCO2)c(O)c2ccccc21 (stereo unspecified) | 0.5 | 12 | -7 | -1.1
COc1ccccc1CNC(=O)CCN1C(=O)c2ccncc2C1=O | -0.1 | 2 | -7 | -0.4
Cc1c(Cl)ccc(S(=O)(=O)N2CCN(Cc3ccccc3)CC2)c1Cl | 0.1 | 9 | 15 | -0.6
COC(=O)c1ccccc1NS(=O)(=O)c1cc2c3c(c1)C(C)C(=O)N3CCC2 (stereo unspecified) | 0.1 | 9 | -9 | -0.7
COc1cc(NC(=O)c2sc3nc(C)nc(N(C)c4ccc(C(C)C)cc4)c3c2C)cc(OC)c1OC | -0.1 | -20 | -1 | -1.7
COc1ccc(C2CC(=O)NC(SCC(=O)Nc3cc(Cl)cc(Cl)c3)=C2C#N)cc1 (stereo unspecified) | 0.0 | -4 | 7 | -0.1
NS(=O)(=O)c1ccc(CCNC(=O)/C=C/c2ccccc2Cl)cc1 | 0.0 | 1 | 3 | -0.7
O=C(Nc1c[nH]c(=O)[nH]c1=O)c1cccc(N2C(=O)c3ccc([N+](=O)[O-])cc3C2=O)c1 | 0.9 | -4 | 5 | -0.1
Cc1ccc2cccc(NC(=S)NC(=O)Cc3ccc(Cl)cc3)c2n1 | 0.2 | 19 | 0 | 0.0
O=C(NCC1(c2ccccc2)CCOCC1)c1ccc(Br)o1 | -0.2 | 4 | -2 | 0.8
COc1ccc(Cl)cc1-n1c(/C=C/c2cccc(OC)c2OC)nc2ccccc2c1=O | -0.2 | 2 | 6 | 0.8
CC(C)N(Cc1nccn1C)C(=O)c1cc(COc2ccc3ncccc3c2)on1 | 0.0 | -3 | 8 | 1.0
c1coc(-c2ccccc2CN2CCc3nncn3CC2)c1 | 0.0 | -6 | -6 | 0.5
COc1cccc(C(=O)NC2(C(F)(F)F)C(=O)NC(C)=C2C#N)c1 (stereo unspecified) | 0.1 | 0 | 2 | -0.3
CC(=O)Nc1ccc(S(=O)(=O)NCC(=O)OCC(=O)NC(=O)C2CCCCC2)cc1 | 0.2 | 9 | 4 | 0.6
Cc1cccc(N2CCN(C(=O)NC3CCCCC3)CC2=O)c1C | 0.1 | 16 | 5 | -1.0
CCc1ccc(NC(=O)C(C)n2c3ccccc3c3nc(=O)cc(C)n32)cc1 (stereo unspecified) | 0.1 | 7 | 2 | 0.2
CCN(CC)CCN1C(=O)c2oc3ccc(Cl)cc3c(=O)c2C1c1ccncc1 (stereo unspecified) | -0.1 | -7 | -5 | 2.4
COCCCN1C(=O)/C(=C/c2ccccc2)SC1=S | -0.3 | 15 | -7 | -0.6
O=C(Nc1ccc(NC(=O)c2ccco2)nc1)c1cccc(F)c1 | 0.2 | 13 | -51 | -1.3
